TPT1 inh – C. albicans TPT1 enzyme inhibition; inhibition, % at 5 µM; recombinant caTPT1, FP RNA substrate dephosphorylation; 300,000 tested, 0.81% active;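 active means inhibition above the mean of all tested compounds plus 3 SD, set per screening campaign, cut at about 24% in these data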;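 further: plate controls were DMSO alone for no effect and ferristatin control at 100 nM for full effect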
proCasp3 act – activates human procaspase-3; activation, % at 8.5 µM; AID 463141; recombinant procaspase-3 D3A, Ac-DEVD-pNA absorbance 405 nm; P42574; 330,000 tested, 0.11% active;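 active means activation above the mean of all tested compounds plus 3 SD, cut at about 21% in these data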;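 further: 0% = DMSO alone and 100% = DMSO wells spiked with extra 5 µM PC-3 D3A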
Target sequence (P42574 whole entry D9A/D28A/D175A): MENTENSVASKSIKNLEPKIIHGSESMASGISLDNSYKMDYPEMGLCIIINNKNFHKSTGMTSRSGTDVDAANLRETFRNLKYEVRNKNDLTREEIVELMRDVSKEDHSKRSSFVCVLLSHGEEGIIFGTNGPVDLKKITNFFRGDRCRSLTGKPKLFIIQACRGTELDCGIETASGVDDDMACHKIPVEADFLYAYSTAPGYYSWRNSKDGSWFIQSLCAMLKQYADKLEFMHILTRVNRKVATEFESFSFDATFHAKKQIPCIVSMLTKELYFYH
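assay system = Procaspase-3 D3A mutant | signal = absorbance at 405 nm, 0 and 120 min | times = 1 h preincubation plus 2 h reaction at 25 °C | repeats = single replicate | read-out = % activation between DMSO and enzyme-spiked controls | medium = Zinc-free HEPES saline buffer with Triton X-100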
Efflux pump mplx – blocks antifungal efflux pumps in multiplex yeast assay | S. cerevisiae Candida pump triplex, Nile Red efflux | inhibition, % at 10 µM | 330,000 tested, 0.44% active | AID 485275;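 active means plate passing quality check with inhibition over a set limit, or well fluorescence over plate mean plus 4 SD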;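 further: Nile Red retained in pooled yeast measured as flow cytometry median fluorescence; 0% = buffer negative control and 100% = Enniatin B positive control; higher means more Nile Red kept so more efflux inhibition; some compounds called inactive have numbers as strong as hits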
proCasp7 act – counter-screen for procaspase-3 activators: activators of human procaspase-7 | 330,000 tested, 0.093% active | AID 463210 | recombinant procaspase-7, Ac-DEVD-pNA absorbance 405 nm; D23A/D198A/D206A triple mutant, cannot self-cleave; scale: DMSO 0, 5 µM enzyme 100 | activation, % at 8.5 µM | P55210;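 active means percent activation above the screen-wide mean plus 3 SD, cut at about 25% in these data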
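System: Uncleavable procaspase-7 mutant enzyme; Amount: 2 µM procaspase-7 mutant as dispensed; Schedule: 1 h compound preincubation, 2 h substrate cleavage, 25 °C; Measured by: 405 nm absorbance of p-nitroaniline; Evaluation: percent activation from buffer-corrected 0–120 min absorbance change; Control set: low DMSO alone, high DMSO plus 5 µM PC-7.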
PP1 inh – blocks human PP1-alpha phosphatase, a PP5 counter-screen; 320,000 tested, 0.9% active; AID 2235; inhibition, % at 6.7 µM; purified PP1alpha, OMFP fluorescence; P62136;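 active means inhibition above the mean inhibition of all tested compounds plus 3 SD, computed separately for each screening campaign, cut at about 15% in these data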
CTSL1 counter – cathepsin L1 inhibition, PFM18AAP counter-screen; recombinant F. hepatica cathepsin L1, Z-Leu-Arg-MCA fluorescence; inhibition, % at 5.96 µM; 300,000 tested, 0.49% active; AID 1906;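 active means inhibition above the mean of all tested compounds plus 3 SD, set per screening campaign, cut at about 17% in these data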;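 further: 0% = plate median of test compound wells and 100% = 1 µM Z-Phe-Ala-diazomethylketone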
JMJD2C inh – human JMJD2C demethylase inhibition; Q9H3R0; GST-JMJD2C(1-420) H3K9me3 demethylation, DELFIA europium; inhibition, % at 2.35 µM; 330,000 tested, 0.069% active; AID 2099;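 active means more than half of a compound's replicate wells show inhibition beyond 50%, single wells judged on their own value; inconclusive means some, but no more than half, of replicates pass 50% inhibition; inactive means no replicate passes 50% inhibition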;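 further: signal counts dimethyl H3K9 product captured on neutravidin plate; 0% = median of DMSO wells and 100% = 0.3 times that DMSO median; strong numbers were not always called active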
HCV core dimer – blocks dimerization of HCV core protein. TR-FRET GST/Flag-core106 dimerization, 1536-well. inhibition, % at 5 µM. 300,000 tested, 0.33% active;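 active means inhibition above the mean of all tested compounds plus 3 SD, set per screening campaign, cut at about 45% in these data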
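Material: GST/Flag-tagged HCV core106 proteins. Incubation: 4 h, 22.5 °C incubation. Read-out basis: inhibition (%) from 671 over 617 nm ratio. Measured by: TR-FRET, excitation 340 nm, emission 617 and 671 nm.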
PP5 primary – blocks human protein phosphatase 5 activity | 320,000 tested, 0.18% active | P53041 | inhibition, % at 6.7 µM | purified PP5c, OMFP substrate fluorescence;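 active means inhibition above the campaign's mean inhibition across all tested compounds plus 3 SD, cut at about 9.5% in these data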;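 further: 0% = DMSO only and 100% = 100 µM cantharidin control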
Target sequence (P53041 whole entry, looked up): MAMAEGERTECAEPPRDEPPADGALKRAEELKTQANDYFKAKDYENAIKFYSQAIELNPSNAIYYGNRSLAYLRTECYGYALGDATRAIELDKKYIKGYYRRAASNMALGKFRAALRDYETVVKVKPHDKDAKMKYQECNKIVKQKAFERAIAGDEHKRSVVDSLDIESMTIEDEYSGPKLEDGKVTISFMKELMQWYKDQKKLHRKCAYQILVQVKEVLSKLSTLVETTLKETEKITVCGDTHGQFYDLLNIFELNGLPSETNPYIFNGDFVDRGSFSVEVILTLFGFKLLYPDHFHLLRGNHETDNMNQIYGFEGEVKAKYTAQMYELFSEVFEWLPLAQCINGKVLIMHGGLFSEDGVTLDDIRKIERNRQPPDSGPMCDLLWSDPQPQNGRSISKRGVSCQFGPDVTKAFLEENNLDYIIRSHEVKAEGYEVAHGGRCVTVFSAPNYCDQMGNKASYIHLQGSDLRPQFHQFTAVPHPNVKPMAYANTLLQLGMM
* hit, by the source's call; ? = inconclusive; / = not tested or not shown.

SMILES,TPT1 inh,proCasp3 act,Efflux pump mplx,proCasp7 act,PP1 inh,CTSL1 counter,JMJD2C inh,HCV core dimer,PP5 primary
O=C(CCS(=O)(=O)c1ccccc1)OCc1ccc([N+](=O)[O-])cc1,-2,0,0.1,5,-5,-46,15,-3,2.9
CN(C)NC(=O)c1ccsc1NC(=O)c1ccc(S(=O)(=O)N(C)C)cc1,-4,-1,-0.1,5,0,5,-5,-6,1.8
O=C1OC[C@H](Cc2ccc3c(c2)OCO3)/C1=C\c1ccc2c(c1)OCO2,-4,4,-0.2,2,0,1,?,3,0.3
COc1ccc(CCNS(=O)(=O)c2ccc3c(c2)OCCO3)cc1OC,-1,0,-0.1,5,-3,3,15,2,-2.7
COCc1c(C(=O)OCC(=O)c2c(N)n(CC(C)C)c(=O)n(C)c2=O)oc2ccccc12,0,-5,0.3,12,0,2,-1,9,1.9
O=C(CCn1c(=O)c2cccn2c2ccccc21)Nc1ccc(F)cc1,-1,2,0.6,-7,5,7,10,-3,-2.3
CC1(C)CN(c2ccc(CC#N)cc2)C1=O,-2,5,0.0,-3,-2,4,15,-6,-0.4
COCCCNC(=S)NCCNc1nc2cc(C)c(C)cc2cc1C#N,-4,1,-0.1,-3,3,3,-22,1,-1.4

Ordered by count of non-hydrogen atoms (low to high): some entries from above.
SMILES,TPT1 inh,proCasp3 act,Efflux pump mplx,proCasp7 act,PP1 inh,CTSL1 counter,JMJD2C inh,HCV core dimer,PP5 primary
CC1(C)CN(c2ccc(CC#N)cc2)C1=O,-2,5,0.0,-3,-2,4,15,-6,-0.4
O=C1OC[C@H](Cc2ccc3c(c2)OCO3)/C1=C\c1ccc2c(c1)OCO2,-4,4,-0.2,2,0,1,?,3,0.3
COCc1c(C(=O)OCC(=O)c2c(N)n(CC(C)C)c(=O)n(C)c2=O)oc2ccccc12,0,-5,0.3,12,0,2,-1,9,1.9

Remaining list, next part.
SMILES,TPT1 inh,proCasp3 act,Efflux pump mplx,proCasp7 act,PP1 inh,CTSL1 counter,JMJD2C inh,HCV core dimer,PP5 primary
Cc1ccc(C(=O)N2CCN(S(=O)(=O)c3ccc(Br)cc3)CC2)o1,-2,5,-0.1,6,0,2,7,13,0.0
Clc1ccc(Cn2ncc3c(N4CCOCC4)ncnc32)cc1,-4,2,-0.1,-5,4,-1,-19,-2,1.9
Cc1cccc(OCC(=O)N2CCOCC2)c1,1,1,0.5,-3,0,3,-12,0,-2.3
O=C(c1ccnc(Cl)c1)N1CCCC(N2CCN(c3ccccc3F)CC2)C1 (stereo unspecified),2,1,0.2,3,-3,0,2,-2,1.7
COc1ccc(/C=C2\SC(=O)N(CCNC(=O)C3CC(=O)N(c4ccccc4)C3)C2=O)cc1 (stereo unspecified),-4,4,0.0,6,-2,1,-12,-1,0.8
Cc1noc(C)c1COc1cccc(C(=O)OC(C)C(=O)Nc2c(C)n(C)n(-c3ccccc3)c2=O)c1 (stereo unspecified),1,10,-0.1,13,-4,-1,/,2,-2.1
O=C(CN1C(=O)/C(=C2\SC(=S)N(C3CCS(=O)(=O)C3)C2=O)c2ccccc21)Nc1ccc(F)cc1 (stereo unspecified),0,-17,0.1,-11,-4,-2,0,2,1.8
COc1cc2c(cc1OC)C1=NC(=O)CN1C(SCc1ccccc1)=N2,-2,0,0.0,-2,0,2,/,23,1.6

Later entries
SMILES,TPT1 inh,proCasp3 act,Efflux pump mplx,proCasp7 act,PP1 inh,CTSL1 counter,JMJD2C inh,HCV core dimer,PP5 primary
O=C(NCc1ccccn1)C1C2C=CC(C2)C1C(=O)Nc1ccc(F)cc1 (stereo unspecified),-1,0,0.0,-3,0,-3,-1,-2,-0.2
CC(=O)Nc1ccc(NC(=O)C(C)c2cccc(C(=O)c3ccccc3)c2)cc1 (stereo unspecified),1,6,-0.2,5,-4,2,-3,6,2.7
COc1cc2c(cc1OC)C(c1ccc(Cl)cc1)=NCC2,-2,4,-0.1,8,0,1,-26,-1,1.9
COc1ccc(C(=O)Nc2ccccc2C)cc1S(=O)(=O)N1CCOCC1,-2,4,-0.1,8,-3,-2,18,1,0.5
CC(=O)Nc1ccc(S(=O)(=O)N(C)c2ccc(OCC(=O)OCC(=O)N3CCCCC3)cc2)cc1,0,4,0.1,8,2,2,7,4,4.1
COc1ccc(-n2nc(C(=O)NCC(=O)NCCCN3CCOCC3)c3ccccc3c2=O)c(OC)c1,-1,-5,-0.3,7,-2,7,2,-2,0.3
CCCOc1ccc(N2C(=O)CC(NCC#N)C2=O)cc1 (stereo unspecified),0,6,0.0,2,5,-1,0,0,2.6
Cc1c(Cl)cccc1NC(=O)Nc1c(C)n(C)n(-c2ccccc2)c1=O,-4,-3,-0.1,-10,-1,1,-1,-1,1.1

Some of these compounds in order of the TPT1 inh value, highest first.
SMILES | TPT1 inh
CC(=O)Nc1ccc(S(=O)(=O)N(C)c2ccc(OCC(=O)OCC(=O)N3CCCCC3)cc2)cc1 | 0
COc1ccc(C(=O)Nc2ccccc2C)cc1S(=O)(=O)N1CCOCC1 | -2
Cc1c(Cl)cccc1NC(=O)Nc1c(C)n(C)n(-c2ccccc2)c1=O | -4

Other results.
SMILES,TPT1 inh,proCasp3 act,Efflux pump mplx,proCasp7 act,PP1 inh,CTSL1 counter,JMJD2C inh,HCV core dimer,PP5 primary
COc1ccc(C(=O)C2CCCN(C(=O)Cc3c(C)noc3C)C2)cc1OC (stereo unspecified),-4,0,0.0,9,1,1,12,-3,4.0
CC1(C)CC(/C=C/c2ccccc2)=Nc2ccccc2N1,6,7,0.0,-10,4,-1,2,8,-0.4
CCC(=O)Oc1ccc(C(=O)Nc2cccc(NC(=O)c3ccco3)c2)cc1,-4,10,-0.1,0,4,-23,19,7,-1.9
Cc1ccc(C(=O)Oc2cc(N)n(S(=O)(=O)c3ccc(F)cc3)n2)cc1,-4,-23,-0.3,-29,-1,-10,-1,4,2.1
Cc1cccc(C(=O)N[C@H](C(=O)Nc2ccc(S(=O)(=O)NC3=NCCCCC3)cc2)C(C)C)c1,-1,9,0.0,11,-3,0,-1,-3,-1.7
Cc1nc(NC(=O)C2CC2)sc1C(=O)Nc1ccccc1,2,7,0.0,7,-2,-1,-9,4,-5.6
Cc1cc[n+](Cc2ccc([N+](=O)[O-])cc2)cc1,2,-2,0.0,-1,0,2,6,0,-1.2
O=C(CSc1nncs1)NCCCc1ccccc1,-4,-2,0.0,7,0,1,4,2,-0.5

Other records follow.
SMILES,TPT1 inh,proCasp3 act,Efflux pump mplx,proCasp7 act,PP1 inh,CTSL1 counter,JMJD2C inh,HCV core dimer,PP5 primary
Cc1cc(C(=O)CSc2nncs2)c(C)n1Cc1ccco1,0,1,0.0,8,-2,-2,-6,8,1.1
Cc1cc(Oc2ccccc2)nc(SCC(=O)Nc2ccccc2)n1,4,-2,0.2,5,-6,-1,-9,-3,0.0
CCOC(=O)N1CCN(CC(=O)Nc2ccc([N+](=O)[O-])cc2C(=O)Nc2ccccc2F)CC1,0,8,-0.1,1,-5,2,3,14,0.6
O=C(O)CSc1nc2c(cnn2-c2ccccc2)c(=O)n1-c1ccc(Br)cc1,-2,-2,0.1,25,-4,-5,-4,1,0.5
O=c1[nH]ncc(N2CCCC2)c1Cl,5,-4,0.1,-8,-3,-1,3,-10,4.0
Cc1ccc(C2C(C(=O)c3cccs3)=C(O)C(=O)N2CCN2CCOCC2)o1 (stereo unspecified),-5,-46,0.1,-65,-7,-5,0,1,1.9
Cc1ccc(C(=O)NC2CCN(S(=O)(=O)c3ccc(C)cc3)CC2)cc1,2,1,0.0,0,-3,-2,7,4,-0.5
CC(=O)C1=C(O)C(=O)N(c2ccc(C)cc2)C1c1ccccn1 (stereo unspecified),1,-4,-0.1,-3,-1,2,-25,0,2.0

Following part:
SMILES,TPT1 inh,proCasp3 act,Efflux pump mplx,proCasp7 act,PP1 inh,CTSL1 counter,JMJD2C inh,HCV core dimer,PP5 primary
O=C1NCC(c2ccccc2)C1C(=O)N/N=C/c1ccc(Cl)s1 (stereo unspecified),3,8,0.2,1,-3,3,-10,4,0.6
Cc1ccc(NC(=O)CCn2c(=O)c3cccn3c3ccccc32)c(C)c1,1,7,0.1,2,-1,0,1,13,-1.3
O=C(COC(=O)C1CC(=O)N(c2ccc3c(c2)OCCO3)C1)Nc1ccc2c(c1)CCC2 (stereo unspecified),-6,-4,0.1,-9,-8,-24,8,6,6.8
O=S(=O)(CCc1nc2ccccc2s1)c1ccc(Cl)cc1,3,6,0.4,-11,-2,-1,-5,2,4.7
CC(C)c1ccc2[nH]c(O)c(N=NC(=O)c3cccc(S(=O)(=O)Nc4ccc(Cl)cc4)c3)c2c1,-2,-2,0.3,7,-1,1,-7,12,-2.0
CCOC(=O)COc1ccc2c(c1)C(=O)CC(C)(C)O2,-2,5,-0.2,7,-4,5,3,6,-0.7
Cc1cccc(C)c1NC(=O)Cn1nc(-c2ccccc2)nc1-c1ccccc1,-5,2,-0.1,5,-2,2,-6,-3,-0.4
CC(C)c1nc2ccccc2c2nnc(SCC(=O)NCc3ccco3)n12,-4,3,0.0,9,1,1,-3,3,1.8

(list continues)
SMILES,TPT1 inh,proCasp3 act,Efflux pump mplx,proCasp7 act,PP1 inh,CTSL1 counter,JMJD2C inh,HCV core dimer,PP5 primary
CCn1c(C)c(C(C)=O)cc(C#N)c1=O,1,-3,0.1,0,-1,-1,-28,5,1.5
CCC(C)(C)NC(=O)CN(Cc1cccs1)C(=O)C(=O)Nc1ccc2c(c1)OCCO2,-2,-3,0.1,-5,-1,-1,-7,4,-0.1
CN(C)/C=C/C(=O)c1ccc(-c2ccc(Cl)cc2Cl)o1,18,-4,0.3,-13,1,-1,-1,1,-0.3
CCc1ccc2nc(N(CCCN(C)C)C(=O)c3ccc(S(=O)(=O)N(C)C4CCCCC4)cc3)sc2c1,-12,-1,0.1,-6,5,5,-8,-23,-2.2
O=C(N[C@@H](c1ccccc1)[C@@H]1C[C@H]1C(=O)NCc1ccccn1)OCc1ccccc1,-3,4,/,-7,-3,-3,-33,10,1.8
Cc1ccc(C(=O)OCC(=O)NC2CCCCC2)cc1S(=O)(=O)N1CCCCC1,/,-5,-0.1,-6,-4,/,/,/,2.2
COc1ccc(N(CC(=O)NCc2ccc(F)cc2)C(=O)c2snc(C(N)=O)c2N)cc1OC,0,-1,-0.4,3,2,-2,-9,-3,0.8
